# Compound activity (PubChem)
# FBW7 activator: FBW7 E3 ligase activators, primary screen, biochemical, AlphaScreen, human | AlphaScreen FBW7–phospho-cyclin E peptide binding, activator screen | AID 1259310, 2017 | F-box/WD repeat-containing protein 7 (Homo sapiens), Q969H0 | normalized activity (activation), % at 26.1 µM | 650,000 compounds, 0.13% hits; in the data active = normalized activity above about 1.9%;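 also: purified mutant Fbw7 with reduced substrate affinity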
# MITF primary: MITF inhibitors, primary screen, biochemical, AlphaScreen, human | Microphthalmia-associated transcription factor (Homo sapiens), O75030 | AlphaScreen MITF homodimerization, bead proximity signal | inhibition, % at 2.6 µM | 650,000 compounds, 0.91% hits | AID 1259374, 2018; in the data active = inhibition above about 50%;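 also: 0% = vehicle wells with protein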
# Target sequence (O75030 whole entry, looked up): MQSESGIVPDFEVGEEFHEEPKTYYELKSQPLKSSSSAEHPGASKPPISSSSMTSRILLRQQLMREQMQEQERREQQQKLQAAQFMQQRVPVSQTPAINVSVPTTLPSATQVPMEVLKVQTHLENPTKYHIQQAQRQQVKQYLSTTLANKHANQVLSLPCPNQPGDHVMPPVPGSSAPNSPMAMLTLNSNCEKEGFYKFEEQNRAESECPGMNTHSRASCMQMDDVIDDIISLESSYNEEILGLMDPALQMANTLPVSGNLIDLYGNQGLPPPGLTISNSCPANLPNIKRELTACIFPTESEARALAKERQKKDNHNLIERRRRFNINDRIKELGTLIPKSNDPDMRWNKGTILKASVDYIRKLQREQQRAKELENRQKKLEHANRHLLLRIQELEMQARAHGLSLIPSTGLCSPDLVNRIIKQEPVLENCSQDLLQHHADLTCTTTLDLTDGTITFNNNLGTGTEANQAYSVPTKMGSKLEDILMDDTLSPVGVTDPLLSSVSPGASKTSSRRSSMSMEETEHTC
# GPR151 activ: activators of human GPR151, primary screen, cell-based, PathHunter beta-arrestin, luminescence. G-protein coupled receptor 151 (Homo sapiens), Q8TDV0. PathHunter beta-arrestin GPR151 cells. activation, % at 11.2 µM. 650,000 compounds, 1% hits. AID 1508602, 2020; in the data active = activation above about 4.9%;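 also: 0% = median of compound wells and 100% = cells with positive control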
# Target sequence (Q8TDV0 whole entry, looked up): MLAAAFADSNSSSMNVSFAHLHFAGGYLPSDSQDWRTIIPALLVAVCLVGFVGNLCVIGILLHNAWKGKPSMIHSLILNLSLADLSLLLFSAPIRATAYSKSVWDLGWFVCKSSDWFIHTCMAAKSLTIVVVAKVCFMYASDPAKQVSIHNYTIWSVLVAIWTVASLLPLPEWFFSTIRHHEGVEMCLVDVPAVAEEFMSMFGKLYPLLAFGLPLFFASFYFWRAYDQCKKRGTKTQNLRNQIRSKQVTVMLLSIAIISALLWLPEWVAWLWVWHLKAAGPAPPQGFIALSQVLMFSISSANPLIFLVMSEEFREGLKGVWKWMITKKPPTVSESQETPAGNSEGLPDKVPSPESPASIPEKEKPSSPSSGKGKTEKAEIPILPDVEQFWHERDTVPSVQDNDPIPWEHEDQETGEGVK
# TEAD-YAP inh: TEAD-YAP interaction inhibition, primary screen, TEAD-YAP interaction inhibitor project, luminescence, HEK-TIYL cells; TEAD-Gal4/YAP UAS-luciferase luminescence; inhibition, % at 9.12 µM; 640,000 compounds, 1.4% hits; in the data active = inhibition above about 32%;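 also: 0% = median of test compound wells and 100% = reference inhibitor wells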
# Starred values were filed as active, the others as inactive; x = no result given.
SMILES,FBW7 activator,MITF primary,GPR151 activ,TEAD-YAP inh
CN(C)c1ccc(/C=N/NC(=O)C(=O)Nc2cc(Cl)ccc2Cl)cc1,0.2,-3,0.1,9
O=C(Nc1ccc(O)c(-c2nc3cc(Cl)ccc3o2)c1)c1ccco1,0.0,-2,-0.3,2
O=C(CC1=CCCCC1)NCC1Cc2cccc(-c3ccncc3)c2O1 (stereo unspecified),-0.3,-14,1.1,-12
Cc1ccccc1NC(=O)CCS(=O)(=O)c1ccc(Br)cc1,0.4,5,1.4,2
Cc1cc(C)cc(NS(=O)(=O)c2cc(Br)cnc2N)c1,0.1,2,-1.1,8
CCCNc1nc(Nc2cccnc2)nc2c1ncn2C(C)C,-0.1,-6,-1.2,10
CCOC(=O)C1=C(C)N=c2s/c(=C/c3cc(OC)c(O)cc3Br)c(=O)n2C1c1ccc(OC)c(OC)c1 (stereo unspecified),-0.1,3,1.5,2
COc1ccc(C(=O)N=c2sc3cc(S(C)(=O)=O)ccc3n2C)cc1,0.1,7,0.1,11
COc1ccc(NC(=O)COc2ccccc2[N+](=O)[O-])c(OC)c1,-0.1,0,-0.8,-36
CCn1c(SCC(=O)OC)nnc1-c1ccccc1Br,0.2,15,-0.4,4
O=C(O)c1ccc(/C=N/n2cnnc2)cc1,-0.1,6,-0.4,2
CCOC(=O)c1c[nH]c2c(F)ccc(C)c2c1=O,0.0,13,0.5,6
Cc1c(C2NC(C(=O)O)CS2)cnn1C (stereo unspecified),0.2,8,-1.5,3
O=C(CCC1(Cc2ccco2)CCC(=O)N1)NCc1cnn(Cc2ccccc2)c1 (stereo unspecified),0.1,14,-0.4,-11
COc1ccccc1NC(=O)CSc1nc2ccccc2c(=O)n1CCCC(=O)NCCc1ccc(OC)c(OC)c1,0.1,0,-0.3,-6
CCCn1c(=O)n(C)c(=O)c2c3oc(=O)c(NC(=O)c4ccc(F)cc4)cc3[nH]c21,-0.1,11,2.7,-7
CCOc1cc([N+](=O)[O-])ccc1NC(=O)CC1Sc2ccccc2NC1=O (stereo unspecified),0.1,4,-0.1,58*
CCOc1ccc(C2C(C(=O)Nc3nc4ccc(Br)cc4s3)=C(C)NC3=C2C(=O)CC(C)(C)C3)cc1 (stereo unspecified),0.1,2,1.5,-2
Cc1cc2c(nc1C)CCCCN2C[C@H](C)O/N=C/[C@@H](C)[C@H](OCc1ccccc1)C(C)C,-0.1,-15,-1.1,x
O=C(CSCC(=O)Nc1ccc2ccccc2c1)Nc1ccc([N+](=O)[O-])cc1,-0.1,-2,2.2,-8
Cc1cccc(NC(=S)N(CCCN2CCOCC2)Cc2ccco2)c1,0.6,14,-0.7,6
O=C1CCCN1CCCNc1nc(NCc2cccnc2)nc2c1ncn2C1CCCCC1,0.0,10,0.8,5
O=C(Nc1ccccc1Cl)c1ccc(Cl)c(Cl)c1,0.0,-14,0.2,-70
COC(=O)CCCC(=O)Nc1ccc(C(C)=O)cc1,0.1,2,0.6,-3
COc1cccc(NC(=O)N2CCC(NC(=O)c3cccc(OC)c3)CC2)c1,0.1,3,0.0,-3
Cc1nc(-c2cn[nH]c2-c2cc(C)c(O)cc2O)cs1,-0.1,0,1.0,1
O=S(=O)(NCc1cccs1)c1cccc(S(=O)(=O)N2CCCCC2)c1,0.0,2,-0.6,4
Cc1ccc(C)c(NC(=O)CN(c2c(C)cccc2C)S(C)(=O)=O)c1,-0.2,1,0.4,-25
CCCN(CCC)S(=O)(=O)c1cc(Br)cc2c1N(C(=O)C1CC1)CC2,-0.2,-1,-0.3,-3
COC(=O)c1ccc2c(c1)C(=O)N(c1cc(C(F)(F)F)ccc1Cl)C2=O,-0.1,4,-0.7,7
Cc1ccc(-n2nc3c(c2NC(=O)c2ccccc2F)CS(=O)(=O)C3)cc1,0.1,-4,1.8,-6
CCN(c1ccccc1)S(=O)(=O)c1ccc(F)c(C(=O)Nc2cc(C)ccc2OC)c1,0.1,-13,-0.8,-10
CC1(C)Cc2c(sc(NC(=S)NC(=O)c3ccccc3)c2C(N)=O)CO1,0.3,1,-1.8,6
COCCNc1c(C)c(C)nc2cc(-c3cccc(Cl)c3)nn12,0.2,17,0.9,-8
COc1ccc(C2SCCN2S(=O)(=O)c2ccc3cccc4c3c2CC4)cc1 (stereo unspecified),0.0,-13,-0.5,12
CSc1ccc(CNc2ccc(-c3nn4c(C)nnc4s3)cc2)cc1,-0.1,-2,-0.9,-9
Cc1ccc2[nH]c(=O)c(CN(Cc3ccccc3)Cc3nnnn3CC3CCCO3)cc2c1 (stereo unspecified),0.0,6,0.4,-33
COc1ccc(-n2ncc3c(=O)n(Cc4c(F)cccc4Cl)cnc32)cc1,0.1,13,-0.5,-5
CCCc1nc2ccccc2c(NC(=O)CN2CCCC2)c1CC,0.3,81*,1.4,-14
Cc1ccc2ccccc2c1CSCC(=O)Nc1ccc2ccccc2c1,0.0,-5,-0.6,-3
FC(F)(F)c1ccc(Cl)c(N/N=C/c2ccncc2)c1,0.2,-7,3.1,-1
O=C1CSC(c2cn(-c3ccccc3)nc2-c2cc3ccccc3oc2=O)N1Cc1ccccc1 (stereo unspecified),0.3,12,2.3,-6
COc1cc2nc(-c3ccc(N(C)C)cc3)nc(NCC3CCCO3)c2cc1OC (stereo unspecified),0.2,24,-0.4,4
CC(C)CC(N=C1NS(=O)(=O)c2ccccc21)C(=O)O (stereo unspecified),0.1,-10,1.2,-3
Cc1sc2nc(SCC(=O)N3CCN(CCO)CC3)[nH]c(=O)c2c1C,0.2,15,-0.2,21
CC(C)N(CCNC(=O)c1ccnc(-c2csc3ccccc23)c1)C(C)C,0.0,-1,0.5,-11
O=C(COc1ccc(S(=O)(=O)N2CCCCC2)cc1)NCC1CCCO1 (stereo unspecified),-0.1,12,0.3,-9
CCOc1ccc2nc(N3CCCN(C4CCN(C(C)=O)CC4)CC3)nc(C)c2c1,0.0,9,-0.6,-5
CCn1c(Oc2ccc(Oc3ncc(Cl)cc3Cl)cc2)nc2c1c(=O)n(C)c(=O)n2C,0.2,18,-0.7,0
Cc1ccc(NC(=O)CSc2nc3ccccc3c(=O)n2Cc2ccco2)cc1,0.1,8,1.0,8
O=C(NCC(c1cccs1)S(=O)(=O)c1ccc(F)cc1)c1ccco1 (stereo unspecified),-0.1,4,4.8,-8
CCCOc1ccc(C(=O)Nc2ncc(Cc3cccc(Cl)c3)s2)cc1,0.2,19,-0.9,1
CCOC(=O)COc1ccc2c(-c3ccccc3)cc(=O)oc2c1C,0.0,8,2.8,-2
CCc1ccccc1N(CC(=O)NC(C)C)C(=O)CCC(=O)Nc1ccccn1,-0.1,-7,-0.7,4
O=C([C@@H]1C[C@H](Sc2ccc(F)cc2)CN1C1C2CC3CC(C2)CC1C3)N1CCOCC1 (stereo partly specified),0.1,-21,3.3,6
COC(=O)Cc1nc(Nc2cc(Oc3ccccc3)cc([N+](=O)[O-])c2)c2c(C)c(C)sc2n1,-0.1,-15,-0.4,4
CCOC(=O)c1c(N)n(CCCN(C)C)c2nc3ccccc3nc12,0.1,3,0.9,-14
CN(C)C(=O)CN1C(=O)C2CCCCC2C1=O (stereo unspecified),0.1,-1,0.7,2
COc1ccc(NC(=O)C(=O)N/N=C/c2cc3c(cc2Br)OCO3)cc1,-0.1,-5,0.1,-2
CCOC(=O)C1CCC(CN(Cc2cccc(Br)c2)S(=O)(=O)c2ccc(NC(C)=O)cc2)CC1 (stereo unspecified),0.8,-5,-0.8,-8

# 7 compounds from above with just MITF primary:
Structure	MITF primary
CSc1ccc(CNc2ccc(-c3nn4c(C)nnc4s3)cc2)cc1	-2
Cc1ccc2[nH]c(=O)c(CN(Cc3ccccc3)Cc3nnnn3CC3CCCO3)cc2c1 (stereo unspecified)	6
COc1ccc(-n2ncc3c(=O)n(Cc4c(F)cccc4Cl)cnc32)cc1	13
CCCc1nc2ccccc2c(NC(=O)CN2CCCC2)c1CC	81*
Cc1ccc2ccccc2c1CSCC(=O)Nc1ccc2ccccc2c1	-5
FC(F)(F)c1ccc(Cl)c(N/N=C/c2ccncc2)c1	-7
O=C1CSC(c2cn(-c3ccccc3)nc2-c2cc3ccccc3oc2=O)N1Cc1ccccc1 (stereo unspecified)	12

# New compounds follow
SMILES,FBW7 activator,MITF primary,GPR151 activ,TEAD-YAP inh
Cc1cccc(-n2nnc(C(=O)N3CCc4ccccc4C3)c2N)c1,-0.2,2,-1.0,-20
CCC(C)c1ccccc1OCC(O)CNC(C)(C)C (stereo unspecified),-0.1,-3,-1.7,-4
FC(F)(F)c1ccc(Cn2cnc3c(NCc4cccnc4)nc(Nc4ccc(N5CCOCC5)cc4)nc32)cc1,-0.1,0,1.6,-31
CCOC(=O)c1c(NC(=O)CSc2nnc(CNC(=O)c3cccs3)n2-c2cccc(C)c2C)sc2c1CCCC2,-0.1,-5,-0.4,-2
Cn1c(=O)c2c(nc(N/N=C\c3cccc([N+](=O)[O-])c3)n2C)n(C)c1=O,-0.1,4,-0.1,17
Cc1cc(C(=O)Nc2c(C)nn(Cc3ccccc3)c2C)no1,-0.1,-2,-1.8,-8
O=C(NC1CCCCCC1)c1ccc(Cn2c(=S)[nH]c3ccccc3c2=O)cc1,0.0,19,-0.8,-7
O=[N+]([O-])c1ccc(CCn2ccnc2)cc1,-0.2,-2,2.5,-11
O=C1CC(SCc2ccccc2)C(=O)N1c1ccc(Br)cc1 (stereo unspecified),0.4,20,-1.9,-7
CCOC(=O)c1c(SCc2cc(C)ccc2C)nc(=O)[nH]c1C,0.1,-18,0.0,6
Cn1c(NCc2ccccc2F)nc2ccccc21,-0.2,-7,-6.3,-38
CCC(C)NC(=O)CN(c1ccccc1OC)S(=O)(=O)c1ccc(OC)cc1 (stereo unspecified),-0.1,4,1.8,-6
CCCCOC(=O)c1cccc(Nc2ccncc2C(=O)N(C)C)c1,-0.1,-9,-0.1,0
Cc1cccc(N2C(=O)c3ccc(C(=O)OCC(=O)c4cccc([N+](=O)[O-])c4)cc3C2=O)c1,-0.1,-2,0.5,-1
O=C(Nc1nc(-c2ccc(Cl)c(Cl)c2)cs1)c1ccc(Cl)s1,0.3,9,-0.6,-1
Cc1onc(-c2ccccc2Cl)c1C(=O)NC(C)(C)C,0.2,3,0.8,6
CCCN1CCC(=NNC(=O)c2ccc(Br)o2)CC1,-0.2,6,-0.6,-26
CCCCOc1ccc(C(CC(=O)c2ccc(C)cc2)Nc2ccc(CC)cc2)cc1 (stereo unspecified),0.0,-2,0.2,-4
O=C(N/N=C/c1cc(Br)ccc1O)c1ccc(NC(=O)c2ccccc2)cc1,0.1,15,2.2,-2
Cc1nc2ccccc2c(C(=O)O)c1C(=O)Nc1ccccc1,-0.1,1,2.8,8

# Two records drawn at random from the list so far:
SMILES,FBW7 activator,MITF primary,GPR151 activ,TEAD-YAP inh
O=C(NC1CCCCCC1)c1ccc(Cn2c(=S)[nH]c3ccccc3c2=O)cc1,0.0,19,-0.8,-7
Cc1onc(-c2ccccc2Cl)c1C(=O)NC(C)(C)C,0.2,3,0.8,6

# 4 structures from above, ordered by heavy-atom count, rising:
SMILES,FBW7 activator,MITF primary,GPR151 activ,TEAD-YAP inh
CN(C)C(=O)CN1C(=O)C2CCCCC2C1=O (stereo unspecified),0.1,-1,0.7,2
O=S(=O)(NCc1cccs1)c1cccc(S(=O)(=O)N2CCCCC2)c1,0.0,2,-0.6,4
CCOC(=O)c1c(NC(=O)CSc2nnc(CNC(=O)c3cccs3)n2-c2cccc(C)c2C)sc2c1CCCC2,-0.1,-5,-0.4,-2
COc1ccccc1NC(=O)CSc1nc2ccccc2c(=O)n1CCCC(=O)NCCc1ccc(OC)c(OC)c1,0.1,0,-0.3,-6

# (further entries)
SMILES,FBW7 activator,MITF primary,GPR151 activ,TEAD-YAP inh
CCOc1ccc(Oc2cc(Nc3ncnc4ccccc34)cc([N+](=O)[O-])c2)cc1,0.0,0,-0.2,4
CC1CC(C)(C)OC(C(C)(C)CN(C)C)O1 (stereo unspecified),0.0,13,0.4,5
O=C(Nc1ccc(Br)cc1)Nc1ccc2nc(-c3ccccc3)c(-c3ccccc3)nc2c1,0.1,32,0.7,-5
N#C/C(=C/c1ccc(-c2ccccc2)o1)C(=O)O,-0.4,-13,-4.2,-2
O=C1c2ccc(Br)cc2C(=O)N1CNc1ccc(Br)cc1,0.3,10,-0.5,5
COc1ccc(CNC(=O)CSc2ccc(C)cc2)cc1,0.0,-10,1.0,6
O=C(OCCOc1cccc(Br)c1)C1COc2ccccc2O1 (stereo unspecified),-0.1,1,2.1,-6
CCCOC(=O)C1=C(C)NC2=C(C(=O)CC(c3ccc(OC)c(OC)c3)C2)C1c1ccc(F)cc1 (stereo unspecified),0.0,-12,1.5,11
O=C(CSc1nnc2ncccn12)NCc1ccco1,-0.1,10,-0.6,-5
CCc1ccc(NC(=O)c2nn3c(C(F)(F)F)cc(-c4ccc(Cl)cc4)nc3c2Cl)cc1,0.2,3,0.4,-3
COCCCNC(=O)c1c(C(F)(F)F)nc2c(OC)cccn12,-0.4,4,0.5,-7
